# rCAG binder: r(CAG) repeat RNA binding; AID 651821; actives 1.3% (n = 370,000); inhibition, % at 3 µM; TO-PRO-1 dye displacement fluorescence;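 active means inhibition above the plate cutoff, the mean of all test compounds on that plate plus 3 SD, cut at about 35% in these data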;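 further: 0% = DMSO alone and 100% = 100 µM mitoxantrone as full dye displacement; higher means more dye released from RNA so lower well fluorescence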
# ABHD4 inh: ABHD4 (mouse) inhibition, primary FP screen | actives 0.54% (n = 370,000) | inhibition, % at 8.92 µM | purified mABHD4, FP-Rh probe fluorescence polarization | Q8VD66 | AID 720543;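 active means inhibition exceeding the mean over every tested compound plus 3 SD, cut at about 30% in these data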;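 further: 0% = plate median of compound wells and 100% = S159A mutant with DMSO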
# Target sequence (Q8VD66 whole entry, looked up): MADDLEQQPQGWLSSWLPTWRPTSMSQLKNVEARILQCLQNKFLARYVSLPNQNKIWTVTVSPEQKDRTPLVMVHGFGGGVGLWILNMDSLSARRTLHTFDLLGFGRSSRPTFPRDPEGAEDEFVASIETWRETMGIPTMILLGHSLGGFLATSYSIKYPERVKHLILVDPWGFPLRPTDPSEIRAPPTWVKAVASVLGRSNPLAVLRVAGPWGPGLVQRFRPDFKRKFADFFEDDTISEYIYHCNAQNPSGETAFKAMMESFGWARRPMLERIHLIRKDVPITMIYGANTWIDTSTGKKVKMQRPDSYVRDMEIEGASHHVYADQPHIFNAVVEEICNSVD
#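 Doses – 8.92 µM, single dose · Material – wild-type mouse ABHD4 protein · Replication – single well per compound (singlicate) · Measure – percent inhibition of probe binding, normalized to plate controls · Schedule – 45 min compound pre-incubation plus 60 min probe step, 25 °C · Detection – fluorescence polarization with parallel and perpendicular emission, 525/598 nm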
# SMARCA2 activ: SMARCA2 function activation, primary screen. MG213 cells, MMTV-luciferase reporter, dexamethasone, overnight. activation, % at 9.1 µM. actives 1% (n = 370,000). AID 652017; in the data active means activation above about 7.8%;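 further: 0% = vehicle wells and 100% = reference activator wells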
# HTRA1 inhibitor: blocks human HTRA1 serine peptidase | recombinant HTRA1, FP-rhodamine activity-based probe, fluorescence polarization | inhibition, % at 5.96 µM | Q92743 | actives 0.5% (n = 340,000); in the data active means inhibition above about 36%;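 further: 0% = enzyme with DMSO and 100% = wells lacking enzyme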
# NPR2 activator: GC-B (human) receptor activation | P20594 | activation, % at 10 µM | actives 0.11% (n = 370,000) | HEK293-GC-B cells, CNP EC30, cGMP TR-FRET; 0% at EC30 CNP, 100% saturating CNP | AID 1920062;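 active means activation at 10 µM reaching about 35% in either raw or pattern-adjusted values, limit read from the data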
# NPR1 activator: GC-A (human) enzyme activation; HEK293 GC-A cells, cGMP TR-FRET, EC30 ANP; 0% at EC30 ANP, 100% saturating ANP; activation, % at 10 µM; actives 0.14% (n = 370,000); AID 1671463; in the data active means activation above about 40%
# ARFGAP1 inhibitor: inhibitors of rat ARFGAP1. AID 651572. inhibition, % at 16.5 µM. Q62848. Arfgap1-stimulated ARF1 GTP hydrolysis, GDP FP detection. actives 0.26% (n = 360,000);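 active means inhibition above a per-plate limit, mean inhibition of low control wells plus 3 SD, cut at about 25% in these data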;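 further: 0% = DMSO wells with enzyme and 100% = wells lacking Arfgap1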
# Target sequence (Q62848 1-136 limits assumed): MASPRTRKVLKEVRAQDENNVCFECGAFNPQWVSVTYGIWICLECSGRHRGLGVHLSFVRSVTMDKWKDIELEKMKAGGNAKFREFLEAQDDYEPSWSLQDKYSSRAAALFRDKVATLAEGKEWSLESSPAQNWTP
#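 Material: rat Arfgap1 catalytic domain, aa 1-136; also added: human ARF1(Δ1-17)-GTP substrate; compound dosing: one concentration, 16.5 µM, DMSO 1.26%; incubation: GTP hydrolysis reaction 2 h at 25 °C; measured by: Tracer-displacement fluorescence polarization with EDTA stop, 620/688 nm; evaluation: % inhibition from polarization; repeats: one replicate per compound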
# PG9 binder: binds the HIV-1 gp120 antibody PG9; TR-FRET gp120-PG9 antibody binding; inhibition, % at 6.7 µM; actives 0.43% (n = 360,000); AID 624416; in the data active means inhibition above about 8.5%
# ASAP1 inh: blocks human ASAP1-stimulated Arf1 GTP hydrolysis; Q9ULH1; GDP FP detection; inhibition, % at 16.5 µM; actives 0.19% (n = 360,000); AID 624377; in the data active means inhibition above about 25%;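 further: 0% = vehicle with enzyme and substrate and 100% = no enzyme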
# NR1D1 modulator: modulates human Rev-erb alpha binding to DNA. P20393. Rev-erbα–FITC-DNA binding, fluorescence polarization, 90 min. activity, % at 10 µM. actives 0.79% (n = 370,000);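 active means activity above about 14%, limit read from the data; passing the limit was not always enough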;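 further: 0% = DMSO wells with 35 nM protein and 100% = DMSO wells with 750 nM protein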
# Target sequence (P20393 whole entry, looked up): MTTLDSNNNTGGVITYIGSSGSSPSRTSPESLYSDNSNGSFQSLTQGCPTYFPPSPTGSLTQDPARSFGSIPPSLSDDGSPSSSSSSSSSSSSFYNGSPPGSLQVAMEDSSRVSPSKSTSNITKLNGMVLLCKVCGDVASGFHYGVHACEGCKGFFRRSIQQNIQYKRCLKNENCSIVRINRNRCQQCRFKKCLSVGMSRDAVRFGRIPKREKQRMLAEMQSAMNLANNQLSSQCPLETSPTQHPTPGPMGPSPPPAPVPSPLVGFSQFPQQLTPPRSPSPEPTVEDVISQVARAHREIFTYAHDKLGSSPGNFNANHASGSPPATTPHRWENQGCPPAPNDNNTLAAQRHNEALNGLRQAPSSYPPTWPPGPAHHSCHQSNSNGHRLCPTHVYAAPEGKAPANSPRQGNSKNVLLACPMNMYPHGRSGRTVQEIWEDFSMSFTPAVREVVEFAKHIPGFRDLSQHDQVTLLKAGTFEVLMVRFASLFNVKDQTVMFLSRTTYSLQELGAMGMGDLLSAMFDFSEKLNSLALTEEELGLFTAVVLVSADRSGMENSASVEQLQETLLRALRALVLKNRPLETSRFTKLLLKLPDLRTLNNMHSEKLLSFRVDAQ
# Starred values were filed as active, the others as inactive; nt = not tested or not shown; & = joins results of further samples. This is a random part of the collection (roughly 4.4% active in at least one column).
SMILES,rCAG binder,ABHD4 inh,SMARCA2 activ,HTRA1 inhibitor,NPR2 activator,NPR1 activator,ARFGAP1 inhibitor,PG9 binder,ASAP1 inh,NR1D1 modulator
O=C1CC[C@@H](CN(Cc2ccccn2)Cc2nc(-c3ccc(C(F)(F)F)cc3)no2)N1,-4,-4,0,10,8,0,9,0.2,-2,-5
O=C(NN=C1CCCC1)c1cc(O)cc(O)c1,7,5,3,0,-1,2,7,-0.5,-5,-8
CCCCCCN1CCN(C2CN(Cc3cn(Cc4ccc(F)cc4)nn3)S(=O)(=O)C2)CC1 (configuration not stated),-2,-1,6,nt,2,-1,5,-1.0,2,1
CCCOc1ccc(C(=O)NCCO)cc1,0,2,-2,4,-2,-2,16,-0.9,0,-2
Cn1nnnc1SCC(=O)Nc1ccccc1C(=O)NCc1ccccc1,-3,-2,0,2,0,-2,6,1.4,-17,0
CCOC(=O)C1=C(c2ccccc2)OC(N)=C(C#N)C1c1cccnc1 (configuration not stated),-1,-5,0,3,-2,0,14,0.6,2,0
Cc1cc(=O)n2c(sc3ccccc32)c1C#N,1,0,-4,-7,-1,6,2,-2.8,-5,39*
COc1ccc(NC(=O)CN(C)C(=O)c2ccc3ccccc3n2)cc1,1,8,-1,0,-1,-2,-1,0.3,-4,-2
O=S(=O)(c1ccc(S(=O)(=O)N2CCCC3(CCCCC3)C2)cc1)N1CCCCC1,-1,0,-4,-3,5,4,4,0.6,-9,0
C/C(=N\NC(=O)c1ccncc1)C12CC3CC(CC(C3)C1)C2,-1,7,-4,2,-5,1,6,-1.7,-5,0
COc1ccc(CCN2C(=O)NC(NC(=O)CC(C)C)(C(F)(F)F)C2=O)cc1OC (configuration not stated),-5,10,-4,-1,1,10,28*,0.2,-14,0
COc1ccc(NC(=O)CSc2ccccc2)cc1S(=O)(=O)N1CCOCC1,-3,1,-1,-7,5,4,-4,-1.0,7,-5
Cc1nn(C)c(C)c1CNC(=O)/C=C/c1ccccc1F,-1,-5,1,2,3,-4,-2,-2.1,11,4
CN(C)CCNc1ncnc2c1ncn2[C@H]1CN(CCc2ccccc2)C[C@@H](CO)O1,-1,-2,-2,nt,6,7,-7,2.3,5,-2
OC12CCCCC1C(c1ccc3c(c1)OCO3)N(Cc1ccc(F)cc1)CC2 (configuration not stated),1,-4,-1,-7,-26,-29,15,-0.8,5,0
COC(=O)c1sccc1-c1ccc(/C=N/OC(=O)c2cccs2)o1,-2,-9,-1,2,4,3,9,-3.2,12,4
CN(C)CCCN(C(=O)c1ccc2c(c1)CCCC2)c1nc2ccc(Cl)cc2s1,7,21,-7,-17,-4,-12,6,-2.7,-6,-4
COc1ccc(NS(=O)(=O)c2cc(C(=O)N(C)CCc3ccccn3)ccc2Cl)cc1,2,6,1,6,-1,0,-1,0.6,4,7
Cc1ccc(-c2nc3c(c(SCC(=O)N4CCCC4)n2)COC(C)(C)C3)cc1,2,-3,-2,-3,2,7,1,-1.0,0,-11
CCOc1ccc(S(=O)(=O)N(CCO)CCO)cc1-c1nc2c(C(C)(C)C)nn(C)c2c(=O)[nH]1,-1,-8,2,-1,63*,58*,-3,1.3,22,5
CCN1CCN(S(=O)(=O)c2ccc(Cl)c(C(=O)Nc3ccc(OC(F)F)cc3)c2)CC1,0,-5,-2,-3,-2,1,0,0.1,-3,2
O=c1c2ccccc2[nH]c(=S)n1CCN1CCN(Cc2ccccc2)CC1,-4,-3,-3,-8,2,-5,-3,-3.0,6,2
O=C(CN1CCOCC1)NCC12CC3CC(CC(C3)C1)C2,-8,-1,4,8,0,5,0,-0.8,0,8
Cc1cc(NS(=O)(=O)c2ccc(NS(=O)(=O)c3cc(C)c(Cl)cc3Cl)cc2)no1,27,-8,2,0,-2,2,-8,-2.4,-4,0

# Compound profiles, as listed above.
# Listed for COc1ccc(NS(=O)(=O)c2cc(C(=O)N(C)CCc3ccccn3)ccc2Cl)cc1 = rCAG binder = 2; ABHD4 inh = 6; SMARCA2 activ = 1; HTRA1 inhibitor = 6; NPR2 activator = -1; NPR1 activator = 0; ARFGAP1 inhibitor = -1; PG9 binder = 0.6; ASAP1 inh = 4; NR1D1 modulator = 7
# Listed for O=C(CN1CCOCC1)NCC12CC3CC(CC(C3)C1)C2 = rCAG binder = -8; ABHD4 inh = -1; SMARCA2 activ = 4; HTRA1 inhibitor = 8; NPR2 activator = 0; NPR1 activator = 5; ARFGAP1 inhibitor = 0; PG9 binder = -0.8; ASAP1 inh = 0; NR1D1 modulator = 8

# The list continues:
SMILES,rCAG binder,ABHD4 inh,SMARCA2 activ,HTRA1 inhibitor,NPR2 activator,NPR1 activator,ARFGAP1 inhibitor,PG9 binder,ASAP1 inh,NR1D1 modulator
Cc1ccc(NC(=O)CCN2CCN(CCO)CC2)cc1Br,0,-2,-3,1,-8,-2,-8,0.3,5,4
Cc1cccn2c(=O)c3cc(S(=O)(=O)c4ccc(Br)cc4)c(=N)n(C4CCCC4)c3nc12,1,-2,-2,1,1,3,-3,1.7,-1,1
COC(=O)c1sc2nc3c(cc2c1N)COC(C)(C)C3,-1,3,3,7,12,16,-17,-0.1,-11,-5
NS(=O)(=O)c1ccc(NC(=O)COC(=O)c2ccc([N+](=O)[O-])s2)cc1,7,-7,5,35,-1,-3,-4,-1.6,4,1
O=C(CN(Cc1ccco1)C(=O)c1ccc(Cl)cc1)Nc1c(Cl)cc(Cl)cc1Cl,-3,2,-1,-3,-4,-6,2,1.3,3,-2
CN(CC(=O)Nc1ccc(F)c(F)c1F)C(=O)c1nn(Cc2ccccc2)c(=O)c2ccccc12,2,-4,1,-2,-1,-4,16,0.4,4,1
CN(C)CCCNC(=O)c1ccc(-c2cc3nc(NCc4cccnc4)n(C)c(=O)c3s2)cc1,7,-5,3,nt,5,3,15,-1.3,2,11
COCCNC(=O)c1ccc(NS(=O)(=O)c2cc(C)ccc2C)cc1,4,0,-2,2,-4,-2,-6,-1.8,5,-5
C[C@H](CO)N1C[C@H](C)[C@@H](CN(C)S(=O)(=O)c2cccc(F)c2)Oc2ncc(Br)cc2C1=O,3,4,-4,4,6,1,2,-1.1,0,1
O=C(CSc1nnc2ccccn12)Nc1ccc2c(c1)OCCO2,3,2,7,6,-1,0,2,0.7,3,-1
CC(C)(C)NC(=O)CN(Cc1ccc2c(c1)OCO2)C(=O)CNS(=O)(=O)c1ccccc1,0,2,-2,1,3,2,-3,0.8,1,-4
Cc1cccc(/C=C\c2nc3ccccc3c(=O)[nH]2)c1,3,7,5,-8,-11,-9,12,0.2,6,7
Cc1ccc2c(c1)C(=O)N1[C@H]3c4cc(Cl)ccc4OC[C@@H]3[C@H](c3ccccc3)[C@]1(C)C(=O)N2,7,-14,2,-36,1,-3,11,-2.9,6,9
CCCCN(C=O)c1c(CC)nc2c(OCC(=O)c3ccc(F)cc3)cccn12,0,-4,7.9*,nt,0,4,5,-1.3,18,3
CN(C)CCN(C(=O)/C=C/c1cccs1)c1nc2ccc(F)cc2s1,-2,-9,1,-3,-8,-3,14,0.1,2,3
COc1ccccc1N(C(=O)c1snc(C(N)=O)c1N)C(C(=O)NC1CCCC1)c1ccc(N(C)C)cc1 (configuration not stated),0,-1,6,-1,-7,-7,-1,-1.7,-12,36*
Cc1ccc(CNC(=O)/C=C/c2ccc(Br)o2)cc1,-2,-7,-1,-4,3,-1,-12,-0.6,6,8
C#CC(C)(CC)NC(=O)Cn1nnc(-c2cccc(C(F)(F)F)c2)n1 (configuration not stated),-4,-6,-2,1,2,2,-1,-0.6,-4,1
CCC1CCCCN1CCCNC(=O)CNC(=O)c1nn(-c2ccc(OC)cc2)c(=O)c2ccccc12 (configuration not stated),8,0,-1,-2,0,0,-5,-0.9,-7,-2
COc1ccccc1N1CCN(C(=O)c2ccc(CN3CCOCC3)cc2)CC1,-8,-6,4,-2,4,2,-9,-1.6,-6,2
Cc1cccnc1NC(=O)C(c1ccccc1)c1ccccc1,-1,0,1,-6,-6,2,-10,-0.8,-1,0
Cc1ccc(NC(=O)NCCN2CCN(c3ccccc3)CC2)cc1Cl,0,2,0,5,-1,-1,4,-0.1,-8,-5
COc1ccc(CCNC(=O)CN2C(=O)C(=O)N(C3CCCC3)C2=O)cc1OC,1,0,1,7,-2,3,-2,-2.6,-1,-3
COc1ccc(-c2noc(CCC(=O)N3CCN(c4cc(C)ccc4C)CC3)n2)cc1,1,-10,0,-24,0,-1,-5,-2.1,-1,10
Cc1cc(C)cc(NC(=O)CN(C)S(=O)(=O)c2cnc[nH]2)c1,2,-4,1,3,3,-3,0,0.8,-11,-4
CCOc1cc(/C=N/N=C(\N)c2nonc2N)cc(Br)c1OCc1cccc2ccccc12,8,2,2,-12,2,-6,4,-1.8,-5,1
CCOC(=O)COc1ccc2c(=O)cc(-c3ccccc3)oc2c1,-4,8,-1,nt,2,2,-2,-0.8,5,-3&1
CCOC(=O)N1CCN(C(=O)Cc2cccs2)CC1,1,9,1,0,2,-2,-7,-0.1,5,-5
Cc1cc(C)c(C)c(S(=O)(=O)N2CCN(C(=O)C3CCC3)CC2)c1C,-6,-6,-2,7,0,2,4,-0.8,1,9
CNS(=O)(=O)c1cccc(C(=O)OCC(=O)c2cc(C)n(CC3CCCO3)c2C)c1 (configuration not stated),4,3,2,7,3,1,-8,-0.1,-7,-2
CNC(=S)N(CCc1c(C)[nH]c2ccc(F)cc12)Cc1ccco1,0,-2,-3,-7,-2,-9,5,-0.5,-11,-2
COCCNC(=S)N(CCc1c(C)[nH]c2ccc(F)cc12)Cc1ccco1,2,-14,-4,-4,-6,-7,16,-0.4,16,-7
Cc1ccc(C(=O)Nc2ccccc2Oc2ccccc2)o1,-6,-2,-2,-1,2,-1,-4,0.2,8,3
O=C(Cc1ccc(NC(=O)C2CCN(C(=O)C3CCCCC3)CC2)cc1)Nc1cccc(C(=O)N2CCCCC2)c1,4,-8,-3,1,0,1,-6,-0.1,-7,6
COc1ccccc1-c1nnc(Nc2nc3c(OC)cccc3s2)o1,53*,5,15*,5,-5,-2,-3,11*,-1,47*
CCOC(=O)N1CCN(C(=O)COc2ccccc2[N+](=O)[O-])CC1,-3,-2,3,4,3,-2,4,-0.1,-1,-2
CCN(CC)c1ccc(/C=N/N2CCOCC2)cc1,-8,-3,7,-1,3,-3,-2,-7.4,-4,-2
O=C(Nc1nccs1)C(NS(=O)(=O)c1ccc(Br)s1)c1ccccc1 (configuration not stated),7,-6,0,-2,-1,-9,19,0.1,7,8
COC(=O)c1ccc(-n2c(C)cc(C(=O)CSc3cccc[n+]3[O-])c2C)cc1,-4,4,-6,-2,-2,2,2,-0.5,4,1
COc1ccc(-c2nnc(SCc3cccc(C#N)c3)o2)cc1,-4,4,-2,-6,-7,1,4,-0.8,-3,-1
COc1ccc(C(CCc2cc(OC)c(OC)c(OC)c2)NC(C)=O)cc1 (configuration not stated),2,-3,4,1,2,-1,-2,0.2,0,2
CC(C)Cn1c([N+](=O)[O-])nc2c1c(=O)[nH]c(=O)n2C,-2,-5,3,6,3,-4,-3,2.2,-4,6
COc1ccccc1CNS(=O)(=O)CCNC(=O)c1ccccc1,-4,5,-2,-1,-1,0,-3,-0.3,-21,5

# Source: PubChem
